phage Ecoli inh – E. coli growth loss with phage present; growth absorbance; inhibition, % at 11.9 µM; 0.26% of 360,000 active; AID 651602; in the data active = inhibition above about 11%
SUMO Mot1 rescue – inhibitors of SUMOylation pathway: yeast Mot1-301 growth rescue | S. cerevisiae Mot1-301 growth rescue, ATP luminescence, 38.5C; percent above DMSO median, 100 means doubled | growth rescue, % at 18.8 µM | 1% of 320,000 active;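 active = every valid replicate shows activation above 250% relative to neutral control wells; inactive = the rest, any valid replicate at or below 250%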;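 also: OY570 slx delta 5 strain wells were the positive control but not used for scaling; some compounds called inactive have numbers as strong as hits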
Tat transport – inhibitors of E. coli Tat protein transport; E. coli MC4100 TorA-mCherry Tat export, fluorescence; inhibition, % at 10 µM; 0.036% of 340,000 active; AID 488895;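 active = mean replicate inhibition at least 50% and at least half of replicates individually reaching 50%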;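 also: exported cargo escapes ClpAP degradation while cytoplasmic cargo is degraded and loses fluorescence; 0% = median of neutral control wells and 100% = median of NaSCN control wells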
Ecoli viability – counter-screen for AddAB inhibitors: E. coli growth inhibition; 0.27% of 330,000 active; inhibition, % at 11.9 µM; E. coli V3065 growth, OD600 absorbance, 18 h;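 active = inhibition above the campaign's mean inhibition across all tested compounds plus 3 SD, cut at about 9.9% in these data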;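 also: uninfected addAB+ strain grown without phage in ampicillin broth; 0% = DMSO wells and 100% = ciprofloxacin 0.95 µg/ml wells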
HTR5A ag ctr – HTR5A agonism, opioid heterodimer counter-screen | activation, % at 9.3 µM | P47898 | 0.61% of 340,000 active | HTR5A agonist assay, luminescence, cell-based; in the data active = activation mostly above about 9.5%, no sharp cut-off; inactive = mostly below about 7.6%;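 also: 0% = cells with vehicle only and 100% = reference agonist; strong numbers were not always called active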
Target sequence (P47898 whole entry, looked up): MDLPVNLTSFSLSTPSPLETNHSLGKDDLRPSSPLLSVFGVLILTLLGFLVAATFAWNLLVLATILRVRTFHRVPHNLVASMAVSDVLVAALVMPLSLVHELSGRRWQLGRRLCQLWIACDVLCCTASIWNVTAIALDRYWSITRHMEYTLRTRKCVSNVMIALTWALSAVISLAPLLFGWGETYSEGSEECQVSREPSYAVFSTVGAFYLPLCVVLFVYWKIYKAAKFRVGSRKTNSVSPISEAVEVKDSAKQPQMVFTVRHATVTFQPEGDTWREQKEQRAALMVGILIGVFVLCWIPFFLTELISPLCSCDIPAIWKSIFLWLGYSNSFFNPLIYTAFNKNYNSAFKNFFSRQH
HTR5A inv ag – inverse agonist of human HTR5A in OPRM1-OPRD1 counter-screen; P47898; HTR5A cell line, luminescence, inverse agonism; inhibition, % at 9.3 µM; 0.083% of 340,000 active; AID 504634; in the data active = inhibition mostly above about 23%, no sharp cut-off; inactive = mostly below about 18%;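 also: 0% = cells with DMSO and 100% = no-cell wells with DMSO; some compounds called inactive have numbers as strong as hits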
CDK5 inh – blocks human CDK5/p35 kinase activity. Q00535+Q15078. Recombinant CDK5/p35, ADP-Glo luminescence, 60 min. inhibition, % at 10 µM. 0.01% of 330,000 active. AID 488839;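 active = highest replicate inhibition of at least 50% and at least 75% of replicates reaching 50%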;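 also: plate controls were DMSO neutral control for no effect and GW8510 at 10 µM for full effect; many of its hits are not listed in these tables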
AddAB inh – less growth of phage-infected E. coli with AddAB; E. coli expressing H. pylori AddAB, absorbance growth; 0.29% of 330,000 active; inhibition, % at 11.9 µM; in the data active = inhibition above about 12%;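 also: 0% = vehicle wells of infected cells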
DAGLB inh – blocks human DAGLB lipase activity; 0.059% of 340,000 active; Q8NCG7; HEK293T DAGLB membrane lysate, EnzChek fluorogenic substrate; inhibition, % at 5.17 µM; in the data active = inhibition above about 34%;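 also: 0% = enzyme with vehicle and 100% = wells lacking enzyme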
PKA-R2B activ – PKA-R2B complex activation | P22694+P31323 | PKA-R2B holoenzyme dissociation, Cy5-IP20 fluorescence polarization; R2B truncated from residue 108, S112A mutant; 0% DMSO only, 100% 113 µM cGMP | activation, % at 11.4 µM | 0.079% of 340,000 active;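 active = activation above a cutoff set at the mean over all compounds plus 3 SD, cut at about 18% in these data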;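 also: higher means more holoenzyme dissociation and a rise in polarization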
Target sequence (P31323 whole entry, looked up, other chains not shown, the tested form may be a part): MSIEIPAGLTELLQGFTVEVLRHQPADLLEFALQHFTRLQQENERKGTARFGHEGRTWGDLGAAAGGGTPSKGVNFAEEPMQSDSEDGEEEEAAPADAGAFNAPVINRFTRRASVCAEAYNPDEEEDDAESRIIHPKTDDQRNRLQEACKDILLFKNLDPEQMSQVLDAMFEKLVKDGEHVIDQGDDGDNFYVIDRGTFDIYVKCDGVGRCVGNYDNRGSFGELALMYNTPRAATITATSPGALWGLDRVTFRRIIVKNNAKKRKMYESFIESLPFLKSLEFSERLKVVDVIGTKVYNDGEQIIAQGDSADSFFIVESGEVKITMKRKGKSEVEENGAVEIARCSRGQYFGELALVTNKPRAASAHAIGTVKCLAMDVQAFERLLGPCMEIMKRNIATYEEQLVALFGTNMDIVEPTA
PKA-R1A activ – activates the PKA-R1A holoenzyme complex | P00514+P68181 | PKA-R1A dissociation, Cy5-IP20 fluorescence polarization; scaled: DMSO 0%, 113 µM cGMP 100% | activation, % at 11.4 µM | 0.083% of 340,000 active | AID 504707;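 active = percent activation above the mean of all tested compounds plus 3 SD, cut at about 19% in these data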;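 also: higher means more PKAc released from R1A so a rise in polarization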
Numbers without * were called inactive; . = no result given.

1) CN1C(=O)CC(N2CCC(C(N)=O)CC2)C1=O (stereo not drawn)
2) CCOc1ccc(CN2CCNC(=O)C2CC(=O)O)cc1 (stereo not drawn)
3) O=S(=O)(c1ccc(F)c(F)c1)N1CCN(CCc2ccccc2)CC1
4) CCOc1cc(-c2sc(Nc3ccccc3)n[n+]2C)ccc1OC
5) CCNC(=S)N(Cc1cc2cc(C)cc(C)c2[nH]c1=O)C1CCCC1
6) CNC(=S)N1N=C(c2cccs2)CC1c1ccc(OC)cc1 (stereo not drawn)
7) O=[N+]([O-])c1ccccc1/C=C/CN1CCCCC1
8) O=C(Nc1ccc(F)cc1)c1cccc2ccccc12
compound no.,1,2,3,4,5,6,7,8
phage Ecoli inh,-1.6,3.3,-2.8,0.0,3.7,-2.4,4.5,1.1
SUMO Mot1 rescue,121,-19,-25,0,313,-11,17,73
Tat transport,2,0,-10,3,0,0,-3,-5
Ecoli viability,-1.7,-1.3,1.6,-1.2,-0.8,-1.3,1.1,0.6
HTR5A ag ctr,0,2,0,0,1,-3,-6,2
HTR5A inv ag,-16,-4,-1,-14,-10,11,-23,-5
CDK5 inh,-1.1,-0.4,0.5,1.2,-0.7,0.6,-0.1,-0.5
AddAB inh,1.7,-0.5,3.7,3.2,4.9,-0.7,-1.6,-1.9
DAGLB inh,0,1,-5,-2,4,1,1,-4
PKA-R2B activ,4,-9,1,10,2,-9,7,2
PKA-R1A activ,-15,2,-11,1,-1,-5,-5,-4

4 compounds out of the list above, sorted by the value under DAGLB inh, high to low:
| item | molecule | phage Ecoli inh | SUMO Mot1 rescue | Tat transport | CDK5 inh | AddAB inh | DAGLB inh | PKA-R2B activ | PKA-R1A activ |
| --- | --- | --- | --- | --- | --- | --- | --- | --- | --- |
| 6 | CNC(=S)N1N=C(c2cccs2)CC1c1ccc(OC)cc1 (stereo not drawn) | -2.4 | -11 | 0 | 0.6 | -0.7 | 1 | -9 | -5 |
| 1 | CN1C(=O)CC(N2CCC(C(N)=O)CC2)C1=O (stereo not drawn) | -1.6 | 121 | 2 | -1.1 | 1.7 | 0 | 4 | -15 |
| 8 | O=C(Nc1ccc(F)cc1)c1cccc2ccccc12 | 1.1 | 73 | -5 | -0.5 | -1.9 | -4 | 2 | -4 |
| 3 | O=S(=O)(c1ccc(F)c(F)c1)N1CCN(CCc2ccccc2)CC1 | -2.8 | -25 | -10 | 0.5 | 3.7 | -5 | 1 | -11 |

Carrying on:
9) NC(=O)c1cc2cc(Br)ccc2oc1=NCc1ccccc1
10) COc1ccc(Cl)cc1NS(=O)(=O)c1c(C)[nH]c(=O)[nH]c1=O
11) COc1ccc(C(C(=O)NCC2CCCO2)N(C(=O)c2snc(C(N)=O)c2N)c2ccccc2C)cc1OC (stereo not drawn)
12) CN1CCN(S(=O)(=O)c2ccc(N3CCN(C(c4ccccc4)c4ccccc4)CC3)nc2)CC1
13) CC1=C(C#N)C(/C=N/OCc2ccc(Cl)cc2)CC(=O)N1 (stereo not drawn)
14) COc1ccccc1N1CCN(CC(=O)c2c[nH]c3ccccc23)CC1
15) CCNC(=S)N(Cc1cccs1)Cc1cc2cc(OCC)ccc2[nH]c1=O
16) CCOC(=O)C1CCCN(S(=O)(=O)CCNC(=O)c2ccc(F)cc2)C1 (stereo not drawn)
compound no.,9,10,11,12,13,14,15,16
phage Ecoli inh,2.1,-0.9,0.8,4.7,5.0,2.0,-1.2,1.9
SUMO Mot1 rescue,-9,-26,-5,2,-1,3,3,-13
Tat transport,11,-4,0,10,2,-10,0,-2
Ecoli viability,-1.3,.,2.2,0.3,1.0,0.8,-0.2,0.7
HTR5A ag ctr,3,4,5,-3,-5,-6,6,-2
HTR5A inv ag,5,-16,1,9,14,-3,14,7
CDK5 inh,0.1,-0.3,0.0,0.4,-1.2,1.1,0.9,0.6
AddAB inh,4.2,.,1.8,0.8,4.4,0.7,-0.2,-3.4
DAGLB inh,7,3,-1,-1,0,-1,1,2
PKA-R2B activ,-8,-1,1,-1,1,-5,5,9
PKA-R1A activ,-8,-5,-2,8,-2,3,3,5

17) CN(CC(=O)Nc1ccccc1Cl)C(=O)COC(=O)c1ccc(S(=O)(=O)C(F)F)cc1
18) CCN(C(=O)CSc1nnc(Cc2ccccc2F)n1N)C1CCS(=O)(=O)C1 (stereo not drawn)
19) CCCCC#Cc1ccc2c(c1)COc1c3ccccc3nn1-2
20) O=C(Nc1cccnc1)c1ccc([N+](=O)[O-])cc1Cl
21) O=C1Nc2ccc(S(=O)(=O)NCCC3=CCCCC3)c3cccc1c23
22) CCNc1nc(NC(C)C)nc(Oc2ccc(OCCOc3ccc(C)cc3)nn2)n1
23) CCCSc1nc2sc3c(c2c(=O)[nH]1)CC(C)CC3 (stereo not drawn)
24) COc1ccc(C2CC(=O)c3ccccc3O2)cc1 (stereo not drawn)
compound no.,17,18,19,20,21,22,23,24
phage Ecoli inh,5.1,3.6,1.4,0.6,4.4,1.3,2.7,4.4
SUMO Mot1 rescue,4,7,-8,7,-5,8,68,43
Tat transport,-4,-1,3,-1,-19,-5,-6,-1
Ecoli viability,1.6,-1.6,-0.9,1.0,0.9,1.4,0.5,2.0
HTR5A ag ctr,6,0,1,2,1,1,-3,6
HTR5A inv ag,-16,-1,-12,-5,-3,-2,8,-17
CDK5 inh,1.0,0.2,-2.2,-1.0,0.0,-1.6,-0.2,1.0
AddAB inh,2.1,-1.1,3.7,2.1,-0.9,0.0,4.4,3.1
DAGLB inh,1,-3,-10,2,-3,-2,-3,-5
PKA-R2B activ,2,-7,-15,-8,-5,13,-11,2
PKA-R1A activ,12,1,-4,5,-6,-10,-11,-7

Molecules from the list above containing a nitro group on carbon:
7) O=[N+]([O-])c1ccccc1/C=C/CN1CCCCC1
20) O=C(Nc1cccnc1)c1ccc([N+](=O)[O-])cc1Cl
compound no.,7,20
phage Ecoli inh,4.5,0.6
SUMO Mot1 rescue,17,7
Tat transport,-3,-1
Ecoli viability,1.1,1.0
HTR5A ag ctr,-6,2
HTR5A inv ag,-23,-5
CDK5 inh,-0.1,-1.0
AddAB inh,-1.6,2.1
DAGLB inh,1,2
PKA-R2B activ,7,-8
PKA-R1A activ,-5,5

Continued.
25) O=c1[nH]ncc2c3ccccc3n(Cc3ccccc3F)c12
26) CN(C)S(=O)(=O)c1cccc(COC(=O)c2cc([N+](=O)[O-])ccc2N2CCOCC2)c1
27) O=C(CSc1nnc(NC(=O)C2CC(=O)N(c3ccc(F)cc3)C2)s1)NCc1ccco1 (stereo not drawn)
28) CCOc1ccc(NS(=O)(=O)c2ccc(OC)c(C)c2)cc1
29) c1ccc(-c2nc(-c3ccco3)cs2)nc1
30) COc1ccc(C(=O)N2CCN(c3ccc(NC(=O)Cc4ccccc4)cc3)CC2)cc1
31) Cc1ccc(CNc2ccccc2C(=O)O)s1
32) Cc1ccc(CNC(=O)c2cc(COc3c(F)cccc3F)on2)s1
compound no.,25,26,27,28,29,30,31,32
phage Ecoli inh,2.2,3.0,3.4,1.7,2.3,2.0,1.7,3.8
SUMO Mot1 rescue,3,7,-24,-7,10,-6,7,.
Tat transport,-5,-4,2,-9,-2,-7,0,4
Ecoli viability,1.4,0.4,-1.2,2.5,-1.2,-0.8,2.2,1.8
HTR5A ag ctr,1,-5,-2,-1,-3,7,3,1
HTR5A inv ag,13,13,-10,3,7,-25,-10,-21
CDK5 inh,-0.1,0.3,-1.2,1.2,0.4,-1.5,-0.7,-0.5
AddAB inh,3.3,0.2,0.2,4.2,0.2,-0.6,0.2,1.5
DAGLB inh,-2,0,-1,-2,1,1,-2,-9
PKA-R2B activ,5,-6,0,6,-10,-5,-9,-9
PKA-R1A activ,0,-9,-15,-13,9,0,8,4

33) Cc1ccc(S(=O)(=O)N2CCC(C(=O)N[C@@H](C)C(=O)NCCc3ccccc3)CC2)cc1
34) Cc1cc(C)cc(OCC(=O)Nc2ccc(N3CCN(S(C)(=O)=O)CC3)cc2)c1
35) O=C(O)c1ccc2c(c1)C1C=CCC1C(c1cc3c(cc1Br)OCO3)N2 (stereo not drawn)
36) CN(CCCNC(=O)CCCOc1cc(=O)n(C)c2ccccc12)Cc1ccccc1
37) COC(=O)[C@@H]1CCCN1C(=O)CCc1nnc(CCc2c[nH]c3ccccc23)o1
38) CC(C)Cc1nc(Nc2ccc(S(=O)(=O)N3CCCC3)cc2)c2nnn(Cc3ccccc3)c2n1
39) CC(=O)c1ccc(S(=O)(=O)Nc2ccccc2C(=O)NC2CC2)cc1
40) Cc1nn(CC(O)c2ccccc2)c(C)c1Br (stereo not drawn)
compound no.,33,34,35,36,37,38,39,40
phage Ecoli inh,2.3,-0.1,2.4,2.9,4.3,1.3,5.2,0.2
SUMO Mot1 rescue,0,-9,41,-12,23,-10,-7,-23
Tat transport,1,-5,5,-4,1,-5,-6,-7
Ecoli viability,0.3,-0.3,-0.1,1.1,-1.3,0.7,-2.5,2.0
HTR5A ag ctr,7,3,-1,1,4,9,1,1
HTR5A inv ag,-18,-33,-2,-9,-12,-31,-4,-5
CDK5 inh,-2.7,0.5,-0.9,-2.7,-0.7,-1.4,-3.0,-0.9
AddAB inh,-1.5,0.7,2.4,-8.7,2.0,0.6,-1.8,4.2
DAGLB inh,1,3,3,3,0,-8,2,-1
PKA-R2B activ,-10,10,-1,-13,2,-6,-4,-11
PKA-R1A activ,-3,3,7,-2,7,0,-12,-6

41) CCOc1ccccc1C(=O)Nc1ccc2c(c1)C(=O)NC2=O
42) Cc1ccccc1-c1nc(CS(=O)(=O)CC(=O)NCc2ccccc2)c(C)o1
43) CC(CCc1ccccc1)NCC(O)COc1ccccc1 (stereo not drawn)
44) O=C(NNC(=O)C1C2CCC(C2)C1C(=O)O)c1ccc(Cl)cc1 (stereo not drawn)
45) COCCCN1C(=O)c2[nH]nc(-c3ccccc3O)c2C1c1cccc(Cl)c1 (stereo not drawn)
46) O=C(NCCNC(=O)c1cc(OCC(F)(F)F)ccc1OCC(F)(F)F)Nc1ccccc1
47) COc1cccc(NC(=O)C(c2ccccc2)N2CCN(CC(=O)N3CCOCC3)CC2)c1 (stereo not drawn)
48) CCOc1ccccc1N(CC(=O)N1CCCCCC1)S(C)(=O)=O
compound no.,41,42,43,44,45,46,47,48
phage Ecoli inh,1.0,2.7,4.8,3.2,2.5,1.7,0.3,1.2
SUMO Mot1 rescue,-1,-14,244,-11,-8,-2,-2,.
Tat transport,1,12,-3,0,4,20,5,0
Ecoli viability,-1.4,1.6,0.2,0.9,-0.6,-0.8,1.6,-3.4
HTR5A ag ctr,5,1,0,0,7,3,-10,1
HTR5A inv ag,-18,-2,5,0,-6,-10,26,16
CDK5 inh,0.5,0.9,-0.1,2.8,-2.5,0.2,3.6,0.1
AddAB inh,3.0,-2.6,2.1,-0.5,1.8,-2.2,0.3,1.5
DAGLB inh,-1,1,1,0,3,1,-2,2
PKA-R2B activ,4,0,2,-9,2,-17,7,5
PKA-R1A activ,-9,-1,-3,4,-7,-8,-2,-5

Source: PubChem
